Assay outcomes deposited in PubChem BioAssay by National Center for Advancing Translational Sciences (NCATS).
AID inh: inhibitors of human activation induced cytidine deaminase. Potency, µM (series often up to 115 µM), for the others: at the highest dose activity change, negative = inhibition, hits mostly inhibitors. AID deamination FRET fluorescence, UDG-coupled, 4 h. Q9GZX7. hit rate 0.32% among 91,000; further: nearly all actives have a fitted effect of over 25% in size
Target sequence (Q9GZX7 whole entry, looked up): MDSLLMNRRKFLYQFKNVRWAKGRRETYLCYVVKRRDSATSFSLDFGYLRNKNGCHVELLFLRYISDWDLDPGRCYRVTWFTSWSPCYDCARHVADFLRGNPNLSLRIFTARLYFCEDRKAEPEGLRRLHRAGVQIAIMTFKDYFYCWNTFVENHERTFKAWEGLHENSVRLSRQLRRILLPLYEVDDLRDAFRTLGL
UDG counterscr: counter-screen for AID inhibitors: uracil-DNA glycosylase inhibition. AID 1347430. FRET deamination/UDG coupled assay, UDG read, 4 h. hit rate 0.14% among 91,000. Potency, µM (highest dose often 115 µM), without a hit: top-dose activity change, negative = inhibition, usual class: inhibitors; further: nearly all actives have a fitted effect of over 65% in size
Numbers without * were called inactive; [ ] = another dose, or the depositor's remark. The call rests on the fitted dose curve; in most records, active means well fitted curve in the direction sought with a large enough effect; inconclusive means small, poorly fitted or top-dose-only effect, or another doubt; inactive means no such curve, though single readings can be large; an effect the other way counts as inactive or inconclusive. On the % scale 0 is the no-effect control and ±100 the full control effect; potency means the concentration at half of the fitted maximal effect. An excerpt; rates above refer to the full screens.

Results for CCCCNC(=O)C1CCC(CNS(=O)(=O)c2ccc(Cl)cc2)CC1 (stereo not drawn) ?
AID inh: 152%[activator]; UDG counterscr: -4%[57.5 µM]

What do the screens show for `COc1ccc2c(c1)c(=O)c(C(=O)c1ccc(Cl)cc1)cn2CC(=O)Nc1ccc2c(c1)OCO2`?
AID inh: 5%; UDG counterscr: 0%

How did CC(=O)Nc1ccc(S(=O)(=O)NC2=NCN(C(C)C)CN2)cc1 do in these assays?
AID inh: -13%; UDG counterscr: -11%

What do the screens show for `Cc1cc2oc(C(=O)NCC(c3ccco3)N3CCOCC3)cc(=O)c2cc1Cl` (stereo not drawn)?
AID inh: 6%; UDG counterscr: -5%

What do the screens show for `O=C(Cc1ccc(Cl)cc1)NCCc1csc2nc(-c3ccccc3F)nn12`?
AID inh: -7%; UDG counterscr: 16%

Results for COc1ccc(NC(=O)CSc2nc(-c3ccccc3)nc3cc(=O)[nH]n23)cc1 ?
AID inh: -20%; UDG counterscr: 53%[activator]

Results for Cc1cc(C)cc(NC(=O)C(C)Sc2ccccc2)c1 (stereo not drawn) ?
AID inh: -10%; UDG counterscr: -2%

Results for CCOc1ccc2oc(=O)cc(CN3CCN(Cc4ccc(C)cc4)CC3)c2c1 ?
AID inh: -10%; UDG counterscr: -2%

Results for COc1ccc(/C=C/C(=O)Nc2ccc3nc(N4CCC(C)CC4)cc(C)c3c2)cc1 ?
AID inh: -5%; UDG counterscr: -2%

How did CCN(C(=O)CCNC(=O)Cn1cnc2ccccc2c1=O)c1cccc(Cl)c1 do in these assays?
AID inh: 0%; UDG counterscr: -9%

What do the screens show for `CCCOC(=O)c1c(-c2ccccc2)c(-c2ccccc2)nn(C)c1=O`?
AID inh: inconclusive; UDG counterscr: 4%[57.5 µM]

What do the screens show for `COc1cc(NC(=O)c2ccc(-n3cnc4cccnc43)cc2)cc(OC)c1`?
AID inh: 22%; UDG counterscr: 7%

The last 3 records of the part above are carried over, then new ones follow:
How did CCN(C(=O)CCNC(=O)Cn1cnc2ccccc2c1=O)c1cccc(Cl)c1 do in these assays?
AID inh: 0%; UDG counterscr: -9%

What do the screens show for `CCCOC(=O)c1c(-c2ccccc2)c(-c2ccccc2)nn(C)c1=O`?
AID inh: inconclusive; UDG counterscr: 4%[57.5 µM]

What do the screens show for `COc1cc(NC(=O)c2ccc(-n3cnc4cccnc43)cc2)cc(OC)c1`?
AID inh: 22%; UDG counterscr: 7%

What do the screens show for `Cc1c(C(=O)c2ccc[nH]2)oc2ccc(Br)cc12`?
AID inh: 4%; UDG counterscr: 1%

How did CCOC(=O)c1sc(NC(=O)c2ccc(F)c(S(=O)(=O)N3CCCCC3)c2)cc1C do in these assays?
AID inh: -1%; UDG counterscr: 3%

What do the screens show for `CCc1ccc(NCc2cc3cc4c(cc3n(CC(=O)Nc3ccccc3OC)c2=O)OCCO4)cc1`?
AID inh: 118%[activator]; UDG counterscr: -4%

How did Fc1cc(Br)ccc1OCc1cc(-c2ccccc2)on1 do in these assays?
AID inh: -14%; UDG counterscr: -10%

Results for Cc1cccc(C(=O)NC(Nc2ccc(C)cc2C)C(Cl)(Cl)Cl)c1 (stereo not drawn) ?
AID inh: -11%; UDG counterscr: -1%

Results for CCc1cccc(C)c1NC(=O)CSc1nc2ccccc2nc1Cc1ccccc1 ?
AID inh: -12%; UDG counterscr: -9%

How did O=C(c1ccc(CS(=O)(=O)c2ccc(Br)cc2)o1)N1CCN(c2ccc(F)cc2)CC1 do in these assays?
AID inh: 13%; UDG counterscr: inconclusive

Results for COc1ccc(CCNCCc2ccc(OC)cc2)cc1 ?
AID inh: -5%; UDG counterscr: 12%

Results for CCC(CC)NCc1cccc(Oc2ccccc2)c1 ?
AID inh: -6%; UDG counterscr: -3%

What do the screens show for `Cc1nc(-c2ccc(CNC(=O)NCc3ccccc3)s2)cs1`?
AID inh: 6%; UDG counterscr: -2%

What do the screens show for `COc1cccc(Nc2nc3cc(Cl)c(Cl)cc3nc2-n2nc(C)cc2C)c1`?
AID inh: -17%; UDG counterscr: -7%

Results for COC(=O)Nc1cc(C(=O)OC)ccc1C(=O)OC ?
AID inh: -3%; UDG counterscr: -4%

Results for CN(CC(=O)Nc1cccc(F)c1)C(=O)CCc1ncc(-c2ccc(F)cc2)o1 ?
AID inh: 3%; UDG counterscr: -5%

How did CCCn1c(=O)c(C)cn2nc(N)nc12 do in these assays?
AID inh: 6%; UDG counterscr: 5%

How did C[n+]1cc2c3c(ccc2c2ccc4cc5c(cc4c21)OCO5)OCO3 do in these assays?
AID inh: inconclusive; UDG counterscr: -10%

Results for COc1ccccc1CNC(=O)Nn1cnc2ccccc21 ?
AID inh: -1%; UDG counterscr: -5%

How did COc1cccc2cc(-c3csc(-c4ccccc4)n3)c(=O)oc12 do in these assays?
AID inh: -3%; UDG counterscr: -10%

Results for CC(NC(=O)c1cc(Sc2ccc(F)cc2F)nc2ccccc12)c1ccccc1 (stereo not drawn) ?
AID inh: 4%; UDG counterscr: -2%[57.5 µM]

Results for COc1cc(OC)c(NC(=O)n2ncc3cc(Cl)ccc32)cc1Cl ?
AID inh: -4%; UDG counterscr: 9%

How did COc1ccc(-n2nc(C(=O)Nc3ccc(Cl)cn3)c3c4ccccc4n(C)c3c2=O)cc1 do in these assays?
AID inh: -3%; UDG counterscr: -22%

What do the screens show for `O=C(Nc1ccc(Cl)cc1)C1CCN(S(=O)(=O)c2ccc(Br)s2)CC1`?
AID inh: -1%; UDG counterscr: 2%[57.5 µM]

What do the screens show for `CSCc1cccc(C(=O)N(CC2CCOC2)C2CC2)c1` (stereo not drawn)?
AID inh: 5%; UDG counterscr: 13%

What do the screens show for `COc1ccc(C(=O)NCc2nnc(SCC(=O)Nc3ccc(F)cc3)n2-c2ccccc2)cc1`?
AID inh: -25%; UDG counterscr: -12%

How did CCN1CCN(C(c2ccccc2F)c2c(O)cc(C)n(CCOC)c2=O)CC1 (stereo not drawn) do in these assays?
AID inh: 6%; UDG counterscr: 0%

Results for CCOC(=O)c1cccc(NC(=O)c2ccc3nc(C(C)C)oc3c2)c1 ?
AID inh: 0%; UDG counterscr: -1%

What do the screens show for `O=C(O)C(O)c1ccc(F)cc1` (stereo not drawn)?
AID inh: 4%; UDG counterscr: 7%

What do the screens show for `CCCCCCCCS(=O)(=O)CCCCO`?
AID inh: 1%; UDG counterscr: 6%

Results for Cc1ccc(-n2nc(C)c3c(C(=O)NCCc4ccccc4)cc(C)nc32)cc1 ?
AID inh: -2%; UDG counterscr: 4%

Results for COc1ccc(C(=O)N(C)CC23CC4CC(CC(C4)C2)C3)c(O)c1 ?
AID inh: -2%; UDG counterscr: -2%

What do the screens show for `CCC(C)(C)C1CCc2c(sc(NC(=O)c3ccccc3C)c2C#N)C1` (stereo not drawn)?
AID inh: 7%; UDG counterscr: 1%

Results for COc1cccc(CNC(=O)c2cc(-c3ccc(Cl)s3)nc3ccccc23)c1 ?
AID inh: 8%; UDG counterscr: -7%

Results for CN(Cc1ccsc1)C(=O)CCc1cccs1 ?
AID inh: 4%; UDG counterscr: 11%

What do the screens show for `Cc1ccc(N(CCCC(=O)Nc2ccccc2Br)S(C)(=O)=O)cc1`?
AID inh: -2%; UDG counterscr: 1%

How did CCc1ccc(-n2nc3ccc(NC(=O)c4cc(Cl)c(OC)c(Cl)c4)cc3n2)cc1 do in these assays?
AID inh: 94%[activator]; UDG counterscr: 14%

Results for Cc1nn(CC(=O)Nc2nc3c(C)cccc3s2)c(=O)c2ccccc12 ?
AID inh: -1%; UDG counterscr: -10%

Results for CCN(CC)S(=O)(=O)c1ccc2c(c1)c(=O)c(C(=O)NCc1ccccc1)cn2C ?
AID inh: -25%; UDG counterscr: -18%

Retrieved one by one from the list above (4):
What do the screens show for `CCC(C)(C)C1CCc2c(sc(NC(=O)c3ccccc3C)c2C#N)C1` (stereo not drawn)?
AID inh: 7%; UDG counterscr: 1%

What do the screens show for `COc1ccc(C(=O)NCc2nnc(SCC(=O)Nc3ccc(F)cc3)n2-c2ccccc2)cc1`?
AID inh: -25%; UDG counterscr: -12%

What do the screens show for `Cc1c(C(=O)c2ccc[nH]2)oc2ccc(Br)cc12`?
AID inh: 4%; UDG counterscr: 1%

What do the screens show for `CSCc1cccc(C(=O)N(CC2CCOC2)C2CC2)c1` (stereo not drawn)?
AID inh: 5%; UDG counterscr: 13%

Carrying on.
How did COc1ccc(/C=N/OCc2ccc(Cl)c(Cl)c2)c(OC)c1 do in these assays?
AID inh: -19%; UDG counterscr: -8%

What do the screens show for `Cc1nc2ccccc2c(-c2ccccc2)c1C(=O)/C=C/c1ccccc1`?
AID inh: -20%; UDG counterscr: -4%

How did Cc1cccc(CNC(=O)Cn2ccc3cc(S(=O)(=O)N4CCC(C)CC4)ccc32)c1 do in these assays?
AID inh: 5%; UDG counterscr: -4%[57.5 µM]

What do the screens show for `COCCNC(=O)c1cnn(-c2ccc(C)cc2C)c1C1CCN(C(=O)OC(C)(C)C)CC1`?
AID inh: 11%; UDG counterscr: -6%

Results for CC(C)(C)NC(=O)CC1(C(=O)NCc2ccccc2)CCCC1 ?
AID inh: -7%; UDG counterscr: -4%

What do the screens show for `COc1ccc(C2CC(=O)c3cc(-c4nc(-c5ccc(Cl)cc5)cs4)c(=O)[nH]c3C2)cc1OC` (stereo not drawn)?
AID inh: 60%[activator]; UDG counterscr: -17%

Results for NS(=O)(=O)c1ccc(N/N=C/C2CCCCC2)c([N+](=O)[O-])c1 ?
AID inh: -7%; UDG counterscr: -8%

Results for C=CCC1(CC=C)CCCCN1 ?
AID inh: -3%; UDG counterscr: -14%

Results for Cc1cc(C(=O)OCC(=O)NC2CCCCCCC2)c2ccccc2n1 ?
AID inh: -8%; UDG counterscr: 4%

How did Cc1ccc(C)c(N(C)C(=O)C2CCN(S(=O)(=O)c3cccc4nsnc34)CC2)c1 do in these assays?
AID inh: -23%; UDG counterscr: -8%

Results for CCCCCCCCN1c2ccccc2S(=O)c2ccccc21 ?
AID inh: -23%; UDG counterscr: -1%

Results for CC(CO)Nc1nc2c(c(=O)n(Cc3ccccc3Cl)c(=O)n2C)n1C (stereo not drawn) ?
AID inh: 2%; UDG counterscr: 3%

What do the screens show for `Cc1cccc(C(=O)n2nc(C)c(S(=O)(=O)N3CCOCC3)c2C)c1`?
AID inh: inconclusive; UDG counterscr: -12%

How did CCCCn1c(C2CC(=O)N(c3ccc(OCC)cc3)C2)nc2ccccc21 (stereo not drawn) do in these assays?
AID inh: inconclusive; UDG counterscr: -10%

What do the screens show for `CC(C)=CC1C(C(=O)Nc2ccccc2OC(F)(F)F)C1(C)C` (stereo not drawn)?
AID inh: -10%; UDG counterscr: -1%

What do the screens show for `CC(C)CC1(C)OCC(CN2CCCCC2)O1` (stereo not drawn)?
AID inh: -3%; UDG counterscr: -2%

Results for CCCCCCn1nc(C(=O)Nc2ccc(OC)c(NC(C)=O)c2)c2ccccc2c1=O ?
AID inh: -9%; UDG counterscr: -5%

How did CCC(Sc1nncn1CCOC)C(=O)c1ccc(OC)cc1 (stereo not drawn) do in these assays?
AID inh: -3%; UDG counterscr: 2%

Results for CC1CCC(NC(=O)c2ccc3c(c2)N(Cc2cccc(Cl)c2)C(=O)c2ccccc2S3(=O)=O)CC1 (stereo not drawn) ?
AID inh: -13%; UDG counterscr: -4%[57.5 µM]

How did CCN1CCN(CCCNC(=O)c2ccc3nc(Cc4ccc(OC)cc4)oc3c2)CC1 do in these assays?
AID inh: -5%; UDG counterscr: 0%

What do the screens show for `O=C(NCCC12CC3CC(CC(C3)C1)C2)c1ccc(Cl)cc1`?
AID inh: -4%; UDG counterscr: -6%

What do the screens show for `CC(C)(C#N)C(=O)NCc1ccc(OCC(F)(F)F)cc1`?
AID inh: 4%; UDG counterscr: 2%

Results for COc1cccc2cc(C(=O)NCCOc3ccccc3F)c(=O)oc12 ?
AID inh: 2%; UDG counterscr: 1%

Results for CCOc1ccc(CCNC(=O)Cn2ncc3c([nH]c4ccccc43)c2=O)cc1OCC ?
AID inh: 6%; UDG counterscr: 5%[57.5 µM]

What do the screens show for `Cc1nn(-c2ccccc2)c2nc(C3CC3)cc(C(=O)Nc3cccc(F)c3)c12`?
AID inh: -18%; UDG counterscr: -7%

How did Cc1nc2nc(CN)nn2c(C)c1CCC(=O)NC1CCCCC1 do in these assays?
AID inh: 4%; UDG counterscr: -7%

Results for COc1ccc(-c2cc3ccc(O)c(CN4CCC(C)CC4)c3oc2=O)cc1 ?
AID inh: 17%; UDG counterscr: -1%

Results for COc1ccc2cc(-c3nc(-c4ccc(N(C)C)cc4)no3)c(=O)oc2c1 ?
AID inh: 10%; UDG counterscr: 1%

What do the screens show for `CCn1cc(C(=O)CSc2nnc(C)s2)c2ccccc21`?
AID inh: 1%; UDG counterscr: 2%

What do the screens show for `Cc1ccc2oc(-c3ccc(Cl)cc3)cc(=O)c2c1`?
AID inh: 0%; UDG counterscr: -4%

Results for COc1cccc(CNC(=O)c2cc(C)nc3c2c(C)nn3-c2cccc(F)c2)c1 ?
AID inh: 7%; UDG counterscr: -1%

Results for O=C(Nc1ccc2c(c1)CCCN2C(=O)c1cccs1)c1ccccc1Cl ?
AID inh: -29%; UDG counterscr: -7%

What do the screens show for `CCCN1CCN(C(=O)Cn2c(-c3cccs3)cc3cc(F)ccc32)CC1`?
AID inh: -2%; UDG counterscr: -2%

What do the screens show for `Cn1nnnc1SCCNCc1ccccc1OCc1ccccc1F`?
AID inh: 0%; UDG counterscr: -2%

How did O=C(Nc1ccc(Cc2ccc(NC(=O)C(F)(F)F)c(Cl)c2)cc1Cl)C(F)(F)F do in these assays?
AID inh: 10%; UDG counterscr: 3%

Results for O=C(Nc1cccc(F)c1)c1ccc2snnc2c1 ?
AID inh: 11%; UDG counterscr: -1%

Results for CCc1ccc(C2C(C(=O)Nc3ccccc3)=C(C)Nc3nc(SCC(=O)c4ccc(C)cc4)nn32)cc1 (stereo not drawn) ?
AID inh: -2%; UDG counterscr: -12%[57.5 µM]
